SRC1 inh: human NCOA1 inhibition. Q15788. HEK293 GAL4-SRC1 luciferase reporter, luminescence. inhibition, % at 3.6 µM. 360,000 compounds, 0.12% hits;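 active = inhibition above the campaign mean plus 3 SD, with each screening campaign given its own cutoff, cut at about 60% in these data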;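 also: 0% = DMSO treated cells and 100% = gossypol at 36 µM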
Target sequence (Q15788 whole entry, looked up, the tested form may be a part): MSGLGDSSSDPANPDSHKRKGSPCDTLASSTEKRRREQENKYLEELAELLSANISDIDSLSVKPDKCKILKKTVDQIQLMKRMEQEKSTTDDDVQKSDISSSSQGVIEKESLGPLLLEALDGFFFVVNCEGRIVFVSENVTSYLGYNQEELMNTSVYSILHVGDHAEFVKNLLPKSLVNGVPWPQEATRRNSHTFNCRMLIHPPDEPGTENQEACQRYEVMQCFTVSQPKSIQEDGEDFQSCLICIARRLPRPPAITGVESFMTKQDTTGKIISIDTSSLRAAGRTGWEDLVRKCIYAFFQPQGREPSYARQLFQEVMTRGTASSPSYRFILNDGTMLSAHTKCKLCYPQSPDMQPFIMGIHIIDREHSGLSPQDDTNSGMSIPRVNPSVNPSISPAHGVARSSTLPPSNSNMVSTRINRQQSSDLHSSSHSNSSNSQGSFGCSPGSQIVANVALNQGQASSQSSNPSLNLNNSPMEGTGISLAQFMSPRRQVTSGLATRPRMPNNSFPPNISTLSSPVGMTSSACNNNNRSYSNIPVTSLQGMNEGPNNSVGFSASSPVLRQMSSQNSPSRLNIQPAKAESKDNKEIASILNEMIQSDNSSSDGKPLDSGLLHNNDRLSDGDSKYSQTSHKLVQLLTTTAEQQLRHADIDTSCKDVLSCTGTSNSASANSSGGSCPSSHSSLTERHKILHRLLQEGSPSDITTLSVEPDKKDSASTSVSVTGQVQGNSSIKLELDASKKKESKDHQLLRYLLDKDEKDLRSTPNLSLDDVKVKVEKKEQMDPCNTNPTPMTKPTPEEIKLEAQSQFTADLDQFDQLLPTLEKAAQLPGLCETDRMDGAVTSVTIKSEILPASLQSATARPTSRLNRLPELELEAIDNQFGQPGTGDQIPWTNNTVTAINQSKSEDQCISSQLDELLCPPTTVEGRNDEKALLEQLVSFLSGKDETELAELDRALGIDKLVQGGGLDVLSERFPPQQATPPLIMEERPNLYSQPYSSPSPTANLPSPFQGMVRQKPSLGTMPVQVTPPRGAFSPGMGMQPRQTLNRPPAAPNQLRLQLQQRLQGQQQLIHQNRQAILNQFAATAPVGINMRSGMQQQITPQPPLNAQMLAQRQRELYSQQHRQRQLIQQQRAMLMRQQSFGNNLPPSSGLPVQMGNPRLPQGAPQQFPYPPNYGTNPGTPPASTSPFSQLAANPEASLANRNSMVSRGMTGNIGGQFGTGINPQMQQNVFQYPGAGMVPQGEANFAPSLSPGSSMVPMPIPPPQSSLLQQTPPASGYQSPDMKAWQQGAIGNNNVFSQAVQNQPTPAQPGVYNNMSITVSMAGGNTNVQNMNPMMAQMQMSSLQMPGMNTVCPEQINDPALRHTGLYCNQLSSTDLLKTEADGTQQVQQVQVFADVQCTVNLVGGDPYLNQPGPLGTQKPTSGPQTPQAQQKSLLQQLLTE
NOD2-RIPK2 inh: NOD2-RIPK2 protein interaction inhibition | AID 624267 | CHO BLA complementation NOD2-RIPK2, CCF4 ratio | inhibition, % at 4.98 µM | 360,000 compounds, 0.38% hits; in the data active = inhibition above about 21%;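 also: 0% = vehicle only and 100% = reference blocker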
Vif inh: inhibitors of HIV Vif | inhibition, % at 7.49 µM | HEK293T cells, Vif self-association by quenched fluorescence, imaging, 24 h | 340,000 compounds, 0.35% hits | AID 602346; in the data active = inhibition above about 50%, passing the limit was not always enough; inconclusive = no clear call, values can overlap the other calls; inactive = below about 31%; also: some results filed as inactive read as strong as hits
TROY signal inh: blocks TROY-dependent signaling in reporter cells | inhibition, % at 10 µM | AID 1347056 | Q293 LMP1-TROYcd NF-kB luciferase reporter, 4 h | 360,000 compounds, 0.98% hits;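 active = compounds whose plate-normalised and pattern-corrected inhibition of the luciferase reporter signal at the single screening dose is 50% or more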
LRH-1 inv ag: NR5A2 inverse agonism in reporter assay; O00482; HEK293T StAR-luciferase reporter, LRH-1 transfected, 24 h; inhibition, % at 3.6 µM; 360,000 compounds, 0.13% hits;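 active = inhibition above the mean inhibition of all tested compounds plus 3 SD, cut at about 73% in these data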;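 also: 0% = DMSO wells and 100% = reporter-only cells lacking LRH-1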
SRC2 inh: inhibits human steroid receptor coactivator 2. HEK293 GAL4-SRC2 luciferase reporter, luminescence. 370,000 compounds, 0.17% hits. inhibition, % at 9 µM;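 active = inhibition above the mean inhibition of all tested compounds plus 3 SD, set per campaign, cut at about 52% in these data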;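 also: 0% = DMSO treated cells and 100% = cells given Gossypol at 36 µM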
TLR9-MyD88 inh: inhibitors of human TLR9-MyD88 binding; CHO BLA complementation TLR9-MyD88, CCF4 FRET ratio; Q9NR96+Q99836; inhibition, % at 4.98 µM; 340,000 compounds, 0.21% hits; AID 504734;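 active = inhibition above the mean over all tested compounds plus 3 SD, cut at about 21% in these data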;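 also: 0% = DMSO only wells and 100% = clavulanate BLA inhibitor control wells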
EBV LMP1 NFkB: inhibitors of Epstein-Barr LMP1-induced NF-kappaB reporter | inhibition, % at 12.5 µM | LMP1-induced NF-kappaB luciferase reporter cells, luminescence | 350,000 compounds, 0.69% hits; in the data active = inhibition above about 41%; inconclusive = no clear call, values can overlap the other calls;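 also: 0% = neutral control wells and 100% = reference inhibitor control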
C8 TRAIL sens: caspase-8 TRAIL sensitization | NB7+C8 cells + TRAIL, ATPlite viability luminescence | inhibition (viability loss, TRAIL sensitization), % at 10 µM | 360,000 compounds, 1% hits | AID 624354;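 active = compounds causing at least 50% loss of cell viability in the single-dose screen, relative to plate controls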
NR2F2 inh: blocks human COUP-TFII nuclear receptor; inhibition, % at 8.6 µM; P24468; 370,000 compounds, 0.7% hits; HEK293T NGFI-A luciferase reporter, luminescence;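 active = inhibition above a per-plate cutoff, mean inhibition of test wells between control levels plus 3 SD, cut at about 38% in these data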;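 also: cells cotransfected with COUP-TFII expression vector driving the NGFI-A reporter; 0% = median of COUP-TF2 test wells and 100% = reporter-only cells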
NCOA3 inh: human NCOA3 inhibition. inhibition, % at 3.6 µM. 360,000 compounds, 0.17% hits. Q9Y6Q9. AID 588352. HEK293 GAL4-SRC3 luciferase reporter, luminescence;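 active = inhibition above a per-campaign cutoff, the mean of all compounds plus 3 SD, cut at about 60% in these data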;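 also: 0% = DMSO-treated cells and 100% = gossypol-treated cells at 36 µM; higher means less SRC3-driven luciferase light from the GAL4 reporter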
* = called active by the depositor; ? = inconclusive; . = not tested or not shown. Some of the compounds tested; count on the stated rates, not on these rows.

SMILES	SRC1 inh	NOD2-RIPK2 inh	Vif inh	TROY signal inh	LRH-1 inv ag	SRC2 inh	TLR9-MyD88 inh	EBV LMP1 NFkB	C8 TRAIL sens	NR2F2 inh	NCOA3 inh
O=C(NC1CCCC1)C1c2ccccc2OCC(=O)N1CCc1c[nH]c2ccccc12 (stereo not drawn)	.	7	.	-1	-3	-16	.	.	-6	-16	.
COc1cc(C2c3c(oc4ccccc4c3=O)C(=O)N2c2nccs2)ccc1O (stereo not drawn)	-10	-1	-3	-16	10	-6	3	0	15	16	-3
CC(C)CC1Nc2ccc(C(=O)NCCCN3CCOCC3)cc2NC1=O (stereo not drawn)	-3	-7	15	12	18	-35	4	-2	-6	3	7
O=C(O)c1ccc(N/N=C/c2ccc(-c3ccc(Br)cc3)o2)cc1	-12	-4	4	-9	-52	-16	-5	-37	-14	6	-9
Cc1cc(C(=O)OCC(=O)Nc2c(Cl)cccc2Cl)c(C)o1	14	-7	11	-2	5	-10	-9	9	-6	13	-3
CCS(=O)(=O)N1Cc2ccccc2CC1C(=O)NCC12CC3CC(CC(C3)C1)C2 (stereo not drawn)	9	8	-11	-5	-1	-2	-4	3	1	-1	-1
CCN(CC)C(=O)N1CCC(NC(=O)Cc2ccccc2)CC1	-11	-10	7	-5	9	11	-8	-1	0	-4	-6
Cc1cc(C(=O)CN2C(=O)C(=O)N(C3CCCC3)C2=O)c(C)n1-c1ccc(F)cc1	24	-2	32	-4	-8	4	6	-4	-4	32	13
CN(C)c1[nH]c(=O)c(C#N)c2c1CCN2Cc1ccccc1	15	-4	3	-5	16	9	-5	-4	6	13	5
CCOC(=O)C1=C(c2ccccc2)NC(=O)NC1c1cc(OC)c(OC)cc1OC (stereo not drawn)	-21	-3	6	-5	10	-2	-6	3	-10	10	-2
CCCN(CC(=O)Nc1ccccc1C)C(=O)c1ccc(Cl)c(S(=O)(=O)N2CCCC2)c1	-3	-2	-7	-4	12	8	-3	7	2	19	-7
COc1cc(/C=N/NC(=O)C(C)Nc2n[nH]c(=O)[nH]c2=O)ccc1O (stereo not drawn)	6	-3	2	3	4	12	11	-4	-2	16	27
Cc1ccc(C(=O)N/C(=C/c2cccs2)C(=O)N2CCCCCC2)cc1	8	3	23	-2	3	-1	-5	7	11	-2	8
CC(C)NC(=O)C1(C)CSCC(=O)N1CCCN1CCOCC1 (stereo not drawn)	.	2	.	.	-8	-6	.	.	-2	23	.
NS(=O)(=O)c1ccc(CNC(=S)Nc2cc(S(=O)(=O)N3CCOCC3)ccc2Cl)cc1	-14	-3	16	10	-40	29	5	0	-5	9	5

Look-ups from the list.
CN(C)c1[nH]c(=O)c(C#N)c2c1CCN2Cc1ccccc1 in C8 TRAIL sens: 6
Cc1cc(C(=O)CN2C(=O)C(=O)N(C3CCCC3)C2=O)c(C)n1-c1ccc(F)cc1 in NOD2-RIPK2 inh: -2

Next records:
SMILES	SRC1 inh	NOD2-RIPK2 inh	Vif inh	TROY signal inh	LRH-1 inv ag	SRC2 inh	TLR9-MyD88 inh	EBV LMP1 NFkB	C8 TRAIL sens	NR2F2 inh	NCOA3 inh
COC(=O)c1ccc2c(c1)S(=O)(=O)NC(=NCCCN1CCOCC1)S2	9	12	-7	0	-5	-13	5	-1	-6	-4	18
O=C(COC(=O)c1cc[n+]([O-])cc1)Nc1ccccc1Sc1ccccc1	8	6	1	8	-2	-5	-3	4	-5	1	9
CCCC1(c2ccccc2)NC(=O)N(CC(=O)Nc2cc(S(=O)(=O)N3CCOCC3)ccc2Cl)C1=O (stereo not drawn)	-1	-8	-3	13	-22	5	0	-1	-5	6	16
O=c1c2ccccc2nc(SCc2ccccc2F)n1C1CCCC1	-20	-1	4	-25	-1	-35	-6	-1	-5	0	15
CC(C)(C)OC(=O)N1CCN(C(=O)c2[nH]cnc2C(=O)NCC(=O)OCc2ccccc2)CC1	-17	0	6	-2	7	-1	5	-4	-13	12	-9
Cc1ccccc1/C=C\c1nc2ccccc2c(=O)n1Cc1ccccc1	-4	-1	2	7	4	-12	-1	4	-5	-9	-1
COc1cc(/C=C2\C(=N)N3N=C(N4CCOCC4)SC3=NC2=O)ccc1OC(=O)c1ccccc1	6	-9	-3	7	7	-1	6	-8	4	-10	-9
Cc1cc(=O)[nH]c(SCC(=O)c2ccc(F)c(C)c2)n1	3	-1	-1	-5	-10	-27	-11	8	-8	6	-2
CSc1ccc(/C=N\Nc2nncn2N)cc1	-37	0	1	-34	17	20	-2	-1	-19	14	-9
Cc1ccc(-c2nc3[nH]c(=O)cc(NC(=O)c4cccs4)n3n2)cc1	-5	-4	0	-6	-3	-27	3	-4	20	-15	8
CC1CCCCC1NC(=O)CC1Oc2ccccc2NC1=O (stereo not drawn)	2	-10	11	-1	17	8	-6	0	1	-14	14
COc1ccc(NC(=O)CC2C(=O)N(c3ccc(Cl)cc3)C(=S)N2CCc2ccncc2)cc1 (stereo not drawn)	3	13	18	17	6	.	-2	-3	-2	.	15
CC(=O)c1ccc(NC(=O)CSc2nc(=O)cc(N)n2-c2ccccc2)cc1	-36	-5	1	-41	-89	-23	-8	-11	-2	-21	-67
CCC(=O)c1ccc(OCc2cn(CC(=O)c3ccc(O)cc3)nn2)cc1	11	-9	.	1	-3	-17	8	-7	-3	-5	-7
COc1cc(/C=N/NC(=O)CSCc2ccc([N+](=O)[O-])cc2)cc(OC)c1OC	-14	-10	.	17	25	-8	-1	1	-20	-8	2
COCC1CCN(Cc2cn[nH]c2-c2cc3ccccc3o2)C1 (stereo not drawn)	6	3	2	-12	-7	3	0	2	4	-9	14
Cc1cc(NS(=O)(=O)c2ccc(NC(=O)COc3ccc(Cl)cc3Cl)cc2)no1	-23	-7	-3	-9	-31	-21	-2	3	20	-9	11
Cc1cc2nc(NC(=O)C3(C)CCN3C(=O)C(C)C)[nH]c2cc1C (stereo not drawn)	-24	7	-13	-22	-41	-2	.	.	-11	-11	-27
CCc1ccc2[nH]c(=O)c(CN(CCN(CC)CC)C(=S)NCc3ccco3)cc2c1	-6	-8	0	-19	2	-3	-6	1	2	7	13
CC(NC(=O)c1ccccc1F)c1nnc(SCC(=O)Nc2nccs2)n1C (stereo not drawn)	-10	-5	10	2	-8	-9	-4	0	7	-12	-1
COCc1nnc(NS(=O)(=O)c2ccc(F)cc2)s1	-1	-10	-4	3	-1	-19	2	-3	-24	-24	-25
Cc1ccc(C(=O)N/C(=C\c2cccs2)C(=O)NCCCn2ccnc2)cc1	5	2	9	3	3	13	-3	3	2	-6	13
Cc1ccccc1NC(=S)NC(NC(=O)C(C)(C)C)C(Cl)(Cl)Cl (stereo not drawn)	1	5	-1	-7	-4	-4	-16	13	-14	-10	-2
C=CC[C@@H](CC(=O)N[C@H](CO)Cc1ccccc1)C(=O)N[C@H](COC(=O)[C@@H](CC=C)Cc1ccc(F)cc1)Cc1c[nH]c2ccccc12	4	3	-4	69*	24	6	-6	32	34	11	10
Cc1c(=O)n(OCc2ccc(Cl)cc2)c2ccccc2[n+]1[O-]	-2	1	2	15	0	-1	6	7	1	14	2
COc1ccccc1N1CCN(C(CNC(=O)C2CCCCC2)c2cccnc2)CC1 (stereo not drawn)	0	-4	-4	7	10	-18	-1	6	-2	-7	0
Cc1ccc(NC(=O)C2CC(=O)NC(Nc3cccc(C)c3)=N2)cc1 (stereo not drawn)	-14	1	-2	-3	-2	1	-4	6	5	1	-6
Cc1ccc(-c2cc(C#N)c(=O)n(Cc3c(Cl)cccc3Cl)c2)cc1	-2	-16	-8	-4	4	-34	3	5	4	3	9
Cc1ccc(NC(=O)CC(O)(C(F)(F)F)C(F)(F)F)cc1	14	-8	-3	7	13	-4	-2	-8	13	-3	4
NC(=O)c1ccc(N2CCOCC2)nc1	-6	-6	5	0	-5	-37	-11	1	-4	-14	7
COC(=O)c1ccccc1NC(=O)COC(=O)CSCC(=O)N1CCOCC1	-26	4	1	-26	0	0	12	-5	3	11	1
Cc1cc(=O)n2nc(N3CCC(C(=O)NCCc4ccc(Cl)cc4)CC3)sc2n1	8	-3	11	-22	-3	0	-5	-7	15	7	-1
CCC(=O)Nc1sc2c(c1C#N)CC(C)(C)NC2(C)C	-11	-9	13	0	0	7	-5	-27	-4	-11	6
COc1cc(NC(=O)COc2ccccc2[N+](=O)[O-])ccc1NC(=O)c1ccco1	-31	-12	-12	-16	-40	-23	-4	-10	17	-31	-34
CC(C)N1C(=O)/C(=C\c2nc3ccccc3c(=O)n2-c2ccccc2)c2ccccc21	29	-5	3	-8	18	15	-8	-3	-6	-15	32
Cc1ccccc1CC1SC(N)=NC1=O (stereo not drawn)	-4	-1	4	-42	-7	-15	4	-2	-2	-1	-21
S=C(NCCc1ccccn1)NC1CCCCC1	-37	0	8	-42	-67	-26	-4	-5	7	-19	-24
COC(=O)c1sccc1S(=O)(=O)NC(C)c1cnn(-c2ccc(OC)cc2)c1C (stereo not drawn)	-16	1	-1	-26	5	-12	-7	2	4	15	-9
O=C(O)c1cccc(Nc2nc3ccccc3nc2NS(=O)(=O)c2cccs2)c1	4	-21	-3	5	-13	9	-7	-2	1	-9	-13
CCN(CC)C(=S)SCC(=O)Nc1nc(-c2ccccc2)c(-c2ccccc2)o1	12	-4	1	-10	-8	18	-5	9	17	5	10
CC(=O)Oc1ccc(C(C)=O)c2c1OCCO2	-28	6	3	-1	-1	-13	4	3	10	0	-2
Cc1ccc2c(c1)C(=C(C#N)C#N)C(=O)N2CCN1CCCCC1	3	3	-4	22	13	-14	3	-10	4	-10	18
O=C(c1cccnc1)N1C2C=CC(C2)C1(C(F)(F)F)C(F)(F)F (stereo not drawn)	-17	2	9	15	-1	-30	-16	-3	-15	-13	2
Cc1ccc(C(=O)Nc2nnc(COc3ccccc3)s2)cc1	16	-6	0	-5	2	-4	-4	-4	-4	11	6
COC(=O)C(C)Oc1ccc(=O)[nH]n1 (stereo not drawn)	10	-2	.	-5	7	-19	-1	5	-8	-12	15
O=C(Nc1cc2c3c(c1)CC(=O)N3CCC2)c1cccc(F)c1	-17	-2	-11	4	-1	-20	-2	1	1	-10	-35
Cc1ccc(OCCC(=O)NCCc2ccc(S(N)(=O)=O)cc2)cc1	3	-6	3	-7	-19	0	7	-7	-8	6	-2
CC(C)(C)NC(=O)COC(=O)c1ccc(Cl)nc1	-2	-4	3	-14	2	9	-2	-5	-5	-14	-18
CCOC(=O)C1=C(C)N(c2ccc(C)cc2)C(=O)/C1=C\c1ccc(O)c(OC)c1	-18	-5	-2	3	14	-20	0	-2	-19	9	2
CCOC(=O)CNC(=S)SC	5	-6	4	-17	-12	12	1	5	1	4	24
Cc1cc(C)cc(N2CC34C=CC(O3)C(C(=O)OCC(=O)NCc3ccco3)C4C2=O)c1 (stereo not drawn)	-11	1	16	3	5	-28	2	-2	-1	-11	4
CCN(CC)c1ccc(-n2c(O)c(C=C3N=c4ccccc4=N3)sc2=S)cc1	1	-5	-3	19	-1	-16	-8	1	-7	-2	5
Cc1csc(=N)n1-c1ccc(Cl)cc1	-65	0	?	-54	-36	-55	4	-21	-6	-32	-56
